Source: PubChem BioAssay (several laboratories)
SKN-1 inh – suppressors of acrylamide-induced Pgst-4::GFP reporter in worms, primary screen, SKN-1 inhibitor project, whole organism, uHTS, GFP/RFP fluorescence ratio, strain VP596 | AID 624304, 2012 | inhibition, % at 21.8 µM | hit rate 0.49% among 360,000 | C. elegans VP596 Pgst-4::GFP/RFP ratio, 24 h;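 active = interference check ratio from 0.5 to 1.5 plus GFP to RFP signal ratio inhibition reaching or exceeding a fixed threshold, cut at about 30% in these data, passing the limit was not always enough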; also: some compounds called inactive have numbers as strong as hits
MT1-MMP act inh – blockers of MT1-MMP proenzyme processing, primary screen, HT1080 RFP-PRO-GFP cells, GFP/RFP fluorescence. GFP/RFP ratio change, % at 20 µM. hit rate 0.061% among 360,000. AID 651647, 2012. Matrix metalloproteinase-14 (Homo sapiens), P50281. GFP/RFP ratio fluorescence, overnight; percent of plate control window, DMSO zero;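 active = GFP/RFP ratio change of at least 30% with cell ATP level not reduced by more than half and red fluorescence within 50% of control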; also: strong numbers were not always called active
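Test system: HT1080 RFP-PRO-GFP cells; Benchmarks: DMSO and RFP-L50D-GFP cell wells; Timing: cells overnight before dosing, compound overnight, 37 °C, 5% CO2; Compound: one 20 µM compound dose with 1% DMSO; Read-out: GFP/RFP fluorescence ratio.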
TbMetRS inhib – T. brucei MetRS inhibitors, primary screen, biochemical, luminescence; purified T. brucei MetRS, ATP depletion, Kinase-Glo luminescence; inhibition, % at 11.9 µM; hit rate 0.4% among 360,000; AID 624268, 2012;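 active = inhibition above a per-plate cutoff of the control wells' mean inhibition plus 3 SD, cut at about 5.5% in these data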;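 also: 0% = DMSO wells median and 100% = median of wells with control inhibitor compound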
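Material: parasite MetRS enzyme / Replication: singlicate, one well per compound / Signal: luminescence of leftover ATP / Schedule: 2 h aminoacylation at 25 °C after 15 min preincubation / Medium: HEPES-MgCl2-KCl buffer plus DTT, spermine, BSA, pyrophosphatase / Doses: 11.9 µM single point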
MsrA inh – bovine MsrA enzyme inhibitors, primary screen, biochemical, absorbance, HTS; Methionine sulfoxide reductase A (Bos taurus); purified bovine MsrA, absorbance read-out; inhibition, % at 15.5 µM; hit rate 0.75% among 360,000; AID 651718, 2012; in the data active = inhibition above about 4.5%;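 also: 0% = vehicle wells with enzyme and 100% = reference inhibitor wells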
bovine MsrA act – bovine MsrA enzyme activators, primary screen, biochemical, absorbance, HTS | purified bovine MsrA, absorbance read-out | activation, % at 10.6 µM | hit rate 0.3% among 360,000 | AID 602163, 2012; in the data active = activation above about 7.5%;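 also: 0% = vehicle and 100% = reference activator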
eLon inh – inhibitors of E. coli Lon protease, primary screen, biochemical, fluorescence polarization. purified E. coli Lon protease. inhibition, % at 7.94 µM. hit rate 0.42% among 360,000; in the data active = inhibition above about 13%, passing the limit was not always enough;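 also: 0% = enzyme with probe and DMSO and 100% = no enzyme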
CendR NRP1 mod – modulators of CendR peptide binding to NRP-1, primary screen, biochemical, fluorescence polarization, uHTS; Neuropilin-1 (Homo sapiens), O14786; FAM-RPARPAR peptide binding to NRP-1; inhibition, % at 25 µM; hit rate 0.85% among 360,000; AID 602438, 2012;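 active = inhibition or corrected inhibition above about 18%, plus a signal ratio from 0.5 to 1.5, limit read from the data, passing the limit was not always enough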; also: strong numbers were not always called active
PABP1 MLLE inh – inhibitors of PABP1 MLLE–PAM2 peptide binding, primary screen, biochemical, fluorescence polarization, FITC-PAM2, GST-MLLE; Polyadenylate-binding protein 1 (Homo sapiens), P11940; hit rate 0.36% among 360,000; inhibition, % at 20 µM; in the data active = inhibition above about 35%, passing the limit was not always enough;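 also: plate controls were DMSO wells with GST-MLLE for no effect and wells lacking GST-MLLE protein for full effect; some results filed as inactive read as strong as hits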
FAS-TE inh – FAS thioesterase domain inhibitors, primary screen, biochemical, fluorescence intensity, uHTS | recombinant FAS-TE, OMFH fluorogenic substrate, fluorescence endpoint | inhibition, % at 15 µM | hit rate 0.67% among 360,000 | Fatty acid synthase (Homo sapiens), P49327;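 active = compounds whose normalised, plate-corrected inhibition of enzyme fluorescence in the single-dose primary screen is 50% or more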;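 also: 0% = DMSO with enzyme and 100% = substrate without enzyme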
Target sequence (P49327 whole entry, looked up, the tested form may be a part): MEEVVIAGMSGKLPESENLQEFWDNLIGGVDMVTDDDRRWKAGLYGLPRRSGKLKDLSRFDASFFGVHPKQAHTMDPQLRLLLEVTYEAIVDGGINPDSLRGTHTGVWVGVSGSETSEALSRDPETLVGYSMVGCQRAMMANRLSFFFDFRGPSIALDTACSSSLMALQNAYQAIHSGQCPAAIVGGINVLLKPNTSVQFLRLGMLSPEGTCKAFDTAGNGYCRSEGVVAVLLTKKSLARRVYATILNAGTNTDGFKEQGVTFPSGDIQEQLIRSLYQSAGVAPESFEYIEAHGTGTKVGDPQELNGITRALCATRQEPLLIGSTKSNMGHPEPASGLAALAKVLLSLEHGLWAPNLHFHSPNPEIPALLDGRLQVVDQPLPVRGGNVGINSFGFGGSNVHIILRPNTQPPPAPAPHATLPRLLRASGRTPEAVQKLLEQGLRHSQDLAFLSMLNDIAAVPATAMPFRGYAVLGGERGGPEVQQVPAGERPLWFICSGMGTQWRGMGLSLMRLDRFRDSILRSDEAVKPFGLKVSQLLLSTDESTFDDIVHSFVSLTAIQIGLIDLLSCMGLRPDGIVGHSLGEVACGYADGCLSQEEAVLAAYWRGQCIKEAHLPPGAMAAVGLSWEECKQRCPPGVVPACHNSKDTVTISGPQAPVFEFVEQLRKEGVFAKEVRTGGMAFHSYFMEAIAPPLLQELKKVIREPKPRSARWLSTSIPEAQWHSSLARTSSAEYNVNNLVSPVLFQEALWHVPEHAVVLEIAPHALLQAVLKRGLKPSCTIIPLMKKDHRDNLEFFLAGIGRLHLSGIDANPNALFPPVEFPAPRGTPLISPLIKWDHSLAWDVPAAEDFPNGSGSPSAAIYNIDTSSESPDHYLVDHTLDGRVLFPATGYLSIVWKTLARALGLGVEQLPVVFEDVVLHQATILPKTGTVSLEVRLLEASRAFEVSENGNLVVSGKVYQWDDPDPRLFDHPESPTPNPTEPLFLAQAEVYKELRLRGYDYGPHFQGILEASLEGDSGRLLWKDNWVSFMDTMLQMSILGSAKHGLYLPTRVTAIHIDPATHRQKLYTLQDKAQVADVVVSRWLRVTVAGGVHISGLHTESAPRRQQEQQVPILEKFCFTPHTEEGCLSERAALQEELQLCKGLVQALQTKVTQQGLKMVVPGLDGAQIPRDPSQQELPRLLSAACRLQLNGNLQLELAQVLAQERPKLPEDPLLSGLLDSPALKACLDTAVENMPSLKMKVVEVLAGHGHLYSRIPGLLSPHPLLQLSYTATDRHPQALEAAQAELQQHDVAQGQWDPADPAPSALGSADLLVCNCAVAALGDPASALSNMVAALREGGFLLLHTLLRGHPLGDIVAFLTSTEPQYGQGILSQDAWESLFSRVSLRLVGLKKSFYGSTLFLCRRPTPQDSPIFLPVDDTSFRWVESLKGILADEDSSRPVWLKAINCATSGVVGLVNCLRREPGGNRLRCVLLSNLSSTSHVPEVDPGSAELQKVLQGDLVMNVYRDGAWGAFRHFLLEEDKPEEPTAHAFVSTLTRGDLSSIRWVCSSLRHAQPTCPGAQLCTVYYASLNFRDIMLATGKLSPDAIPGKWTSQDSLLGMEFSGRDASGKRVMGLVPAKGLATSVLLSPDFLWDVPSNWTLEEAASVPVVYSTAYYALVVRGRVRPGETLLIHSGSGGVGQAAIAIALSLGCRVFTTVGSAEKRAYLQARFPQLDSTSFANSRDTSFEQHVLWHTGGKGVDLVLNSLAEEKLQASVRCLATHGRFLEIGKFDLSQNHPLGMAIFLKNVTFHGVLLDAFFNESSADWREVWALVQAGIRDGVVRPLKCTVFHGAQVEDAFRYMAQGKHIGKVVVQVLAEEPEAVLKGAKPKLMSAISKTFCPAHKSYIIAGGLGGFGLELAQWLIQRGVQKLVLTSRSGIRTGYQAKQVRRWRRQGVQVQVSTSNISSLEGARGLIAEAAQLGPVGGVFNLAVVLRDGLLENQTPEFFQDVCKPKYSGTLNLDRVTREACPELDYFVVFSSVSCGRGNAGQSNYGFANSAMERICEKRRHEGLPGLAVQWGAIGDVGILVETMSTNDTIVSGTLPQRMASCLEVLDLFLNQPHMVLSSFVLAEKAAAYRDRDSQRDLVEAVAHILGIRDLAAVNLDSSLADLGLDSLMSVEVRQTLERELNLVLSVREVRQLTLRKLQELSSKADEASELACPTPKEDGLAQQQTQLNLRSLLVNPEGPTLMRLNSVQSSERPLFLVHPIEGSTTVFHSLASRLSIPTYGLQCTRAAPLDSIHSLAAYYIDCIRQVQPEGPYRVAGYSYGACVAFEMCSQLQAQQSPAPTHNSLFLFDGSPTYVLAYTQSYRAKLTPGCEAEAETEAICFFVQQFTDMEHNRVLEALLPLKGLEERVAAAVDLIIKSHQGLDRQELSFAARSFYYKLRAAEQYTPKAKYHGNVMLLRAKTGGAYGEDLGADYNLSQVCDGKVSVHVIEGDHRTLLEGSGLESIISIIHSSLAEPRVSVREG
* = called active by the depositor; . = not tested or not shown.

SMILES	SKN-1 inh	MT1-MMP act inh	TbMetRS inhib	MsrA inh	bovine MsrA act	eLon inh	CendR NRP1 mod	PABP1 MLLE inh	FAS-TE inh
CCc1ccc(NC(=O)C(=O)NNC(=O)c2cccs2)cc1	3	3	0.3	0.5	-2	-1	4	11	-5
CCOC(=O)C1=CC[C@H]2c3c(c4ccccc4n3C)C(=O)C1N2S(=O)(=O)c1ccc(C)cc1	16	1	-0.1	0.8	-3	3	-6	-10	15
Cc1onc(C(=O)NCc2ccc(F)cc2)c1[N+](=O)[O-]	0	6	-0.3	0.1	-1	-7	0	-6	-14
O=C(N/N=C/c1ccc2c(c1)OCO2)C(O)c1ccccc1 (stereo not given)	10	2	0.3	0.4	-4	-6	-6	-3	-14
CCCC(=O)N1CCCC1(C)C(=O)Nc1ccc(-n2cncn2)cc1 (stereo not given)	-2	0	-0.3	-0.3	2	2	-4	2	-6
CCC(C)c1ccc(NC(=O)Nc2cnccn2)cc1 (stereo not given)	11	1	-0.6	1.1	-2	6	6	-19	0
COc1ccc(C2NC(=O)C(C#N)=C(S)N2c2ccccc2)cc1OC (stereo not given)	4	2	-0.3	1.1	-9	6	-12	17	-4
CC1CC(C)C(=NNC(N)=O)C(C(O)CC2CCC(=O)NC2=O)C1 (stereo not given)	13	-36	-0.2	0.2	-4	4	11	14	-6
O=C(COc1ccc(S(=O)(=O)N2CCCCC2)cc1)NC1CCCCC1	6	2	-0.6	-1.1	-3	3	-6	3	-2
CCn1c2ccccc2c2cc(NC(=O)COC(=O)c3cc(Cl)c(N)cc3OC)ccc21	14	-3	0.2	0.7	-3	7	-26	-20	28
S=C(Nc1ccccc1Cl)N(Cc1ccccc1)Cc1cccnc1	3	-7	-0.9	-0.1	-9	-5	7	-3	8
CC(=O)N/N=C/c1ccccc1OCCOc1cccc(C)c1	16	-4	0.2	1.0	-1	-7	-5	5	0
NC(=O)c1ccccc1NC(=O)N1CCOCC1	-17	3	-1.1	-0.4	-8	-2	2	0	-2
O=C(c1ccc2c(=O)n(CCc3ccccc3)c(=O)[nH]c2c1)N1CCN(c2ccccc2)CC1	14	-1	0.9	.	-1	2	6	1	-2
COc1cccc(CN(C)C(=O)[C@@H](NC(=O)c2ccc(C)cc2)C(C)C)c1	-8	-1	0.7	-0.2	-3	7	1	-2	-2
O=C(NC1CCS(=O)(=O)C1)/C(=C/c1ccco1)NC(=O)c1ccccc1 (stereo not given)	6	2	-0.5	0.2	-4	-2	7	3	-4
CSC1=NC2(C[C@H]2c2ccccc2)C(=O)N1C (stereo not given in full)	12	3	-0.6	1.0	-1	-2	2	-19	-7
CCN(CCO)c1ncnc2c1sc1nc(C(C)C)c3c(c12)CC(C)(C)OC3	-16	-4	-1.1	0.6	-12	1	1	14	5
Cc1ccc(C)c(S(=O)(=O)c2c(C)cc(C)[nH]c2=O)c1	6	-7	-0.7	0.8	-1	-15	-4	-6	-3
Cc1ccnc(Sc2ccc([N+](=O)[O-])cc2[N+](=O)[O-])n1	14	0	-0.1	2.1	4	12	-5	19	10
CC(NC(=O)COC(=O)c1cc([N+](=O)[O-])ccc1N1CCOCC1)c1ccc(F)cc1 (stereo not given)	1	3	-0.2	2.0	-3	-5	-3	-12	82*
Cc1ccccc1C(=O)N1CCN(c2ccc(NC(=O)c3ccccc3[N+](=O)[O-])cc2)CC1	5	-2	-1.5	1.9	-10	-16	-4	-12	-2
O=C(CSc1n[nH]c(-c2ccccc2F)n1)Nc1cc(F)ccc1F	12	3	-0.4	-0.9	2	-2	-3	-11	-13
COc1ccc(C(=O)C2CCCN(C(=O)c3ccc4nccnc4c3)C2)c(C)c1 (stereo not given)	-9	1	0.0	0.3	0	7	1	-11	-3
O=C(NCC1CCCO1)c1cccc(Oc2c(Cl)cccc2[N+](=O)[O-])c1 (stereo not given)	-1	-1	-0.4	-1.1	-6	11	-6	-1	-1

5 compounds already listed, sorted by molar mass, rising:
SMILES	SKN-1 inh	MT1-MMP act inh	TbMetRS inhib	MsrA inh	bovine MsrA act	eLon inh	CendR NRP1 mod	PABP1 MLLE inh	FAS-TE inh
NC(=O)c1ccccc1NC(=O)N1CCOCC1	-17	3	-1.1	-0.4	-8	-2	2	0	-2
Cc1ccnc(Sc2ccc([N+](=O)[O-])cc2[N+](=O)[O-])n1	14	0	-0.1	2.1	4	12	-5	19	10
S=C(Nc1ccccc1Cl)N(Cc1ccccc1)Cc1cccnc1	3	-7	-0.9	-0.1	-9	-5	7	-3	8
Cc1ccccc1C(=O)N1CCN(c2ccc(NC(=O)c3ccccc3[N+](=O)[O-])cc2)CC1	5	-2	-1.5	1.9	-10	-16	-4	-12	-2
CCn1c2ccccc2c2cc(NC(=O)COC(=O)c3cc(Cl)c(N)cc3OC)ccc21	14	-3	0.2	0.7	-3	7	-26	-20	28

Continued.
SMILES	SKN-1 inh	MT1-MMP act inh	TbMetRS inhib	MsrA inh	bovine MsrA act	eLon inh	CendR NRP1 mod	PABP1 MLLE inh	FAS-TE inh
O=C(NN=Cc1ccc(F)c(F)c1)c1ccc(NS(=O)(=O)c2cccs2)cc1	-2	3	-0.1	2.8	-6	-7	5	-11	-6
OCC1CCCCN1CCNCc1cn[nH]c1-c1cccc2ccccc12 (stereo not given)	11	0	-0.9	0.8	-3	-2	-21	-10	-7
COCCN(C(=O)CSc1ncccn1)c1c(N)n(Cc2ccccc2)c(=O)[nH]c1=O	-12	5	-0.6	-0.6	-9	3	-7	8	-5
CCn1ccnc1CN(C)Cc1cn(-c2cccc(C)c2)nc1-c1cccc(F)c1	1	-5	-1.0	-0.6	-8	0	-3	0	15
COC(=O)c1sccc1NC(=O)/C=C\c1ccc(Cl)cc1Cl	-5	5	-1.3	-1.2	-2	7	-4	-5	-5
CCOc1ccc(NC(=S)N2CCC(N(C)CCN3CCOCC3)CC2)cc1	-1	2	0.0	1.5	-1	-11	-9	-36	-9
COc1ccc(N2CCN(CC(=O)Nc3nc(C)cs3)CC2)cc1	-2	2	-0.4	0.4	-14	-10	-6	-11	-10
O=C(CSc1nnc(-c2ccc(OC(F)F)cc2)o1)NC(=O)NCc1ccco1	-1	0	0.1	1.4	1	-4	-25	-129	-5
CN(C)C(CNC(=O)c1ccc(NC(=O)CC#N)cc1)c1ccccc1 (stereo not given)	-10	-2	-1.3	-0.3	-7	3	-17	-20	-2
COc1ccccc1N(CC(=O)NCC1CCCO1)C(=O)CNS(=O)(=O)c1ccccc1 (stereo not given)	-1	0	-0.7	-0.1	-2	-1	-19	8	-4
Cc1c(C(=O)Nc2ccc3nc(N4CCOCC4)sc3c2)oc2ccccc12	29	3	-0.3	1.8	-5	-5	-14	-19	31
CCOc1ccccc1N1CCN(S(=O)(=O)c2cccc3nsnc23)CC1	11	1	-0.3	0.5	1	-11	-5	-1	12
C=C(C)C1CC=C(C)C(=NNC(=O)c2ccncc2)C1 (stereo not given)	-2	3	-0.1	0.0	-3	-11	13	-2	-6
O=C(Nc1cccc2c1CCCC2)c1cc(C2CCCCN2C(=O)OCCF)on1 (stereo not given)	0	0	-0.2	-0.5	1	1	0	2	13
CC(C)CCn1cnc2c(NCc3ccccc3)ncnc21	21	3	-0.1	0.4	-3	8	4	-8	-6
COc1ccc(C)cc1-n1nnnc1SCC(=O)NC1CC1	-21	-3	0.0	-1.4	-7	-11	8	-19	-6
COc1ccccc1-c1nc(S(=O)(=O)c2ccccc2)c(N2CCOCC2)o1	-2	-5	-0.1	0.9	-5	-8	12	6	5
CC1CCN(S(=O)(=O)c2cccc(C(=O)Nc3nncs3)c2)CC1	-18	3	-0.3	0.6	-4	-1	10	5	-4
Cc1ccc(NC(=O)COC(=O)CN2CCCCCC2=O)cc1C	4	2	-0.4	-0.3	-2	-2	14	-11	-2
COc1cc(CC(NC(C)=O)C(=O)NC2CCN(S(=O)(=O)c3ccc(NC(C)=O)cc3)CC2)cc(OC)c1 (stereo not given)	-7	0	-1.1	0.3	-11	3	-6	-6	-11
CN(CCC#N)CC(=O)Nc1ccc(NC(=O)CN(C)CCC#N)cc1	12	2	-1.2	-0.7	-1	-9	-15	-15	-8
O=C(CSc1nc2ccccc2c(=O)n1Cc1ccco1)NCCN1C(=O)CSC1=O	4	-5	-0.4	-0.3	-4	-4	-2	1	-4
Clc1ccc(-n2nnc(-c3cccnc3)n2)cc1Cl	59*	-2	-0.3	-0.9	0	-1	-1	-9	14
Cc1ccc(S(=O)(=O)N2CC3C(=O)CC(c4ccccc4)N(S(=O)(=O)c4ccc(C)cc4)C3CC2c2cccc(Cl)c2)cc1 (stereo not given)	4	2	0.2	-0.9	.	.	1	.	.
CN(CC(=O)Nn1cnnc1)S(=O)(=O)c1cc(Cl)ccc1Cl	2	0	-0.5	1.2	-2	3	-2	1	-5
(next part)
SMILES	SKN-1 inh	MT1-MMP act inh	TbMetRS inhib	MsrA inh	bovine MsrA act	eLon inh	CendR NRP1 mod	PABP1 MLLE inh	FAS-TE inh
COc1ccc(NC(=O)CSc2nnc(C(C)C)n2N)cc1	5	2	-0.4	-0.3	-2	-3	0	4	2
COc1ccc(CCn2c(=O)[nH]c3cc(C(=O)N4CCN(c5ccccc5)CC4)ccc3c2=O)cc1OC	0	1	0.1	0.8	-2	2	2	12	-1
O=c1c2c(ncn1CCO)nc1n2CCC1	-24	1	-1.1	-1.0	2	3	15	-2	1
COc1ccc(CCNC(=O)CCN2C(=O)[C@@H]3Cc4ccccc4CN3C2=O)cc1	6	1	0.4	1.0	0	-7	1	7	-5
CCCCn1c(N)c(N(CC(C)C)C(=O)CCNC(=O)c2ccccc2Cl)c(=O)[nH]c1=O	-6	1	-0.3	-1.2	-2	1	12	-18	-8
Cc1c(NC(=O)/C(C#N)=C/c2c(N3CCCCC3)nc3ccccn3c2=O)c(=O)n(-c2ccccc2)n1C	10	-4	2.4	0.3	-2	3	0	8	-1
COc1ccccc1C(=O)NC(=O)CSc1nnc2ccccn12	-12	-1	-0.1	0.7	-4	11	-18	6	-6
COC(=O)CCNC(=O)c1ccc2nc(Cc3ccc(OC)c(OC)c3)oc2c1	-6	5	-0.7	0.5	-2	-2	0	7	-6
COc1ccc(S(=O)(=O)Nc2c(C(=O)O)[nH]c3ccc(OC)cc23)cc1	2	2	-0.4	0.4	-7	8	6	10	-6
O=C(CCc1ccc(S(=O)(=O)N2CCOCC2)cc1)Oc1ccccc1	-2	-7	-1.2	-2.1	-9	-3	7	-4	10
CCN(CCNC(=O)C1=C(C)C(=O)OC12CCC(C)CC2)c1ccccc1 (stereo not given)	-17	-3	-0.1	-0.3	-2	3	-8	0	10
COc1cccc(CN2CCCC(C(=O)N3CCCCC3)C2)c1 (stereo not given)	0	1	-1.4	0.1	-8	-9	6	3	-6
CC(=O)c1c(C)[nH]c(C(=O)Nc2nc(C)cs2)c1C	4	1	-0.2	4.5	-4	-1	-1	5	-4

Hits appear at their usual frequency. About 4% of those tested had a hit in this group.
